# GalR3 antagonist = human GalR3 antagonism | O60755 | HEK293 GalR3-CNG cAMP membrane potential fluorescence; galR3 body fused to GalR1 C-terminus | inhibition, % at 3 µM | 0.44% of 360,000 active;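 active = inhibition above the screen-wide average plus 3 SD, cut at about 13% in these data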;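 note: forskolin and galanin both at EC90 stimulate the cells; cAMP rise reported by CNG channel membrane potential dye signal; 0% = forskolin plus galanin with DMSO and 100% = forskolin alone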
# Target sequence (O60755 1-299 limits assumed): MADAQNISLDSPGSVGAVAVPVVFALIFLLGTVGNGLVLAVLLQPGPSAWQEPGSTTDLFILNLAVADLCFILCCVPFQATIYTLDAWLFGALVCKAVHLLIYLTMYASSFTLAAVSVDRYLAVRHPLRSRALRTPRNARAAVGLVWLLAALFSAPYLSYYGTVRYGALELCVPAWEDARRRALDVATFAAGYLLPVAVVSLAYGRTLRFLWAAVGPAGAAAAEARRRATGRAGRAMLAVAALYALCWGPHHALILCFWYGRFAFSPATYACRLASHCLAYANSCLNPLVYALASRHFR
# CRFBP-R2 block = antagonists of CRF-binding protein/CRF-R2 receptor complex; inhibition, % at 11.8 µM; 0.59% of 350,000 active; HEK293 CRF-R2/CRF-BP, CRF-induced calcium fluorescence;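 active = inhibition of the ligand-induced calcium signal above about 50% at the single tested concentration, limit read from the data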
# MEKK3 PB1 HTS = raises or lowers MEK5 binding to the human MEKK3 PB1 domain; bead-based flow cytometry, Alexa488-MEK5 binding to MEKK3; actives lie on both sides; 0 = blocked by unlabeled MEK5, 100 = vehicle; binding response (% of control), % at 10 µM; 1.4% of 290,000 active;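 active = binding response more than 3 SD above or below the average of its plate-row segment, actives on both sides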;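 note: Alexa488 bead fluorescence after subtracting the streptavidin-only scavenger bead signal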
# Target sequence (Q99759 whole entry, looked up, the tested form may be a part): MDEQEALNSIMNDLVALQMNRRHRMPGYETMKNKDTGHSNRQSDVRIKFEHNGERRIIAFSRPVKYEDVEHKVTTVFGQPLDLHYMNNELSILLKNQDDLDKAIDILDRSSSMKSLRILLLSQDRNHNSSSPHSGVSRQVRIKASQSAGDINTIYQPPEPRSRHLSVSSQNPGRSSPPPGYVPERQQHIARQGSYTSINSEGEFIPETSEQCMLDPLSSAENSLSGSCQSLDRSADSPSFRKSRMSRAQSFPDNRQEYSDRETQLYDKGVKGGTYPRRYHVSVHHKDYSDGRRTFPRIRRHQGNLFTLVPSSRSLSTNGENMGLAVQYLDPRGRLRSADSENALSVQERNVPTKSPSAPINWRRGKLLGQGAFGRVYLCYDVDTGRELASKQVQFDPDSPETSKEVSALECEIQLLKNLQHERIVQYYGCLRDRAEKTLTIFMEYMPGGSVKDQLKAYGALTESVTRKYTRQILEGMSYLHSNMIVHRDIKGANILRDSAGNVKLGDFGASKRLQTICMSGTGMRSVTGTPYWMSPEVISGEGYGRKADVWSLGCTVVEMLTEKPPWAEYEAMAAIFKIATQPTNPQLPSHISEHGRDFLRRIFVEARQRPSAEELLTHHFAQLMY
# CRFBP-R2 agonist = CRF-BP/CRF-R2 complex agonism; HEK293 CRF-R2/CRF-BP, calcium dye fluorescence (FLIPR); percent of saturating CRF peptide response; activation, % at 13.2 µM; 0.46% of 350,000 active; AID 588473;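 active = activation of at least 50%, plus an integration ratio under a set limit after plate pattern correction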;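 note: plate controls were neutral control wells without compound for no effect and CRF at EC100 for full effect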
# SUMO HTRF inh = SUMOylation inhibition; inhibition, % at 35 µM; 0.36% of 290,000 active; HTRF SUMOylation assay, SAE1/SAE2 + UBC9, in vitro; in the data active = inhibition above about 50%, passing the limit was not always enough; note: strong numbers were not always called active
# Target sequence (P63279 whole entry, looked up): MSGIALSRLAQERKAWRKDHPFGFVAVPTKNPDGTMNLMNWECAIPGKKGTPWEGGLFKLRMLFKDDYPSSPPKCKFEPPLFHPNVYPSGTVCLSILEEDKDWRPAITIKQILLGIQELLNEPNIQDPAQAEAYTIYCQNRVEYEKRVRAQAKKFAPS
# HCV NS3 hel inh = HCV NS3 helicase inhibition; NS3 helicase DNA unwinding, Cy5 molecular beacon fluorescence; inhibition, % at 10.9 µM; 0.56% of 290,000 active; AID 1800;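 active = inhibition above the mean of all tested compounds plus 3 SD, set per campaign, cut at about 35% in these data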;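 note: 0% = DMSO wells and 100% = thioflavine S control wells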
#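 Assay system: hepatitis C virus NS3 helicase domain fragment enzyme. Also added: annealed dual-labelled DNA beacon duplex, ATP-started. Timing: 1 h reaction at 25 °C, ATP-initiated. Technique: Cy5 fluorescence at 0 and 60 min, beacon hairpin quenching. Evaluation: % inhibition of unwinding. Replication: one well per compound.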
# MEKK2mut PB1 HTS = signal of MEK5 binding to mutant human MEKK2 PB1 domain | bead flow cytometry, Alexa488-MEK5 binding to MEKK2 mutant | percent response, % at 10 µM | 0.35% of 290,000 active | AID 1530; in the data active = percent response above about 24%, passing the limit was not always enough; note: inactives centre near 1; some results filed as inactive read as strong as hits; reference of the scale not given here
# DNA FID counter = counter-screen for HCV NS3 helicase inhibitors: DNA intercalator displacement; inhibition, % at 7.9 µM; 0.17% of 290,000 active; DNA fluorescent intercalator displacement, fluorescence; in the data active = inhibition above about 37%;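 note: 0% = vehicle and 100% = reference compound; higher means more ethidium bromide displaced from hairpin DNA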
# MEKK2wt PB1 HTS = raises or lowers MEK5 binding to wildtype human MEKK2 PB1 domain; bead flow cytometry, Alexa488-MEK5 binding to MEKK2 WT; actives lie on both sides; 1.1% of 290,000 active; binding response (% of control), % at 10 µM; Q9Y2U5; AID 1531; in the data active = binding response below about 67% or above about 130%
# Starred values were filed as active, the others as inactive; / = no result given.
SMILES,GalR3 antagonist,CRFBP-R2 block,MEKK3 PB1 HTS,CRFBP-R2 agonist,SUMO HTRF inh,HCV NS3 hel inh,MEKK2mut PB1 HTS,DNA FID counter,MEKK2wt PB1 HTS
Cc1ccc(C)c2sc(NC(=O)c3ccc(N4C(=O)CCC4=O)cc3)nc12,/,-115,111,116*,-4,-2,10,-3,95
CC1(C)CC(=O)C2=C(C1)OC(N)=C(C#N)C2CCc1ccccc1 (stereo unspecified),-3,-4,103,0.2,-17,33,5,-23,101
Cc1ncc([N+](=O)[O-])n1CC(=O)Nc1ccc(OC(F)(F)Cl)cc1,-9,17,109,0.0,6,-6,6,9,110
CC1(C)C(C(=O)OCC(Cl)(Cl)Cl)N2C(=O)C(NC(=O)Cc3ccccc3)C2S1=O (stereo unspecified),-3,-31,96,40,14,-6,6,-31,96
C=CCN1C(=O)C2(NNc3ccccc3O2)c2ccccc21 (stereo unspecified),1,-12,95,8.5,-20,-4,1,-4,95
CC1N=C(N)C(c2nc3ccccc3n2C)=C1O (stereo unspecified),-3,-2,102,-0.5,8,-6,0,-1,100
COc1ccc(N2CCN(C(=O)CCCSc3nc4ccccc4[nH]3)CC2)cc1,-3,2,101,0.8,20,-1,2,-25,105
COc1ccc(C(CNC(=O)COc2ccc(Br)cc2F)N2CCCC2)cc1 (stereo unspecified),-8,-4,102,1.2,-6,-15,3,13,109
Cc1ccc2[nH]c(=O)c(C(c3nnnn3C3CCCC3)N(Cc3cccnc3)Cc3ccco3)cc2c1 (stereo unspecified),2,2,107,1.7,-5,2,6,0,102
O=C(Cn1nnc2ccccc2c1=O)N1CCOCC1,-4,-6,101,3.0,16,1,-3,8,96
CCOC(=O)CSc1nc2ccccc2c(=O)n1-c1ccc(C)cn1,-11,16,104,-1.8,22,-5,2,-21,102
Cn1c(=O)c2c(nc(NCC3CCCO3)n2Cc2cccc(Br)c2)n(C)c1=O (stereo unspecified),-1,12,100,-0.1,-5,2,1,-7,99
CCOc1ccccc1N1CCN(CC(=O)Nc2nnc(CC)s2)CC1,-3,-15,103,-1.1,11,-5,9,-20,108
O=S1(=O)N=C2CCCCCN2C(c2ccccc2)N1 (stereo unspecified),-7,9,101,-0.9,-10,11,-2,5,94
COc1ccc(NC(=O)C2CCCN(CCCc3ccccc3)C2)cc1OCC(C)C (stereo unspecified),-13,-41,110,2.2,13,-47,19,32,139*
COc1ccccc1NC(=O)c1cc(Br)ccc1Cl,-2,20,103,-0.2,-7,-2,-2,-9,104
CC1Cc2cc(/C(O)=C3/C(=O)C(=O)N(CCCn4ccnc4)C3c3ccc(F)cc3)ccc2O1 (stereo unspecified),-7,5,99,1.4,11,5,0,-16,93
CCC(C)c1ccc(O)c(NC(=O)c2cccnc2)c1 (stereo unspecified),-2,-8,93,0.4,-5,1,0,-5,94
O=C(NC(=S)Nn1cnc2c(cnn2-c2ccccc2)c1=O)c1ccccc1,-1,14,105,0.8,-1,5,0,-15,100
Cc1ccc2c(O)c(C)c(=O)[nH]c2n1,-2,6,97,0.9,5,-3,-8,13,96
COc1ccc(CNS(=O)(=O)c2ccc(-n3cnnn3)c(OC)c2)cc1,-8,-3,99,0.7,-4,-5,2,-6,99
CC(=O)Nc1ccc(NC(=O)Nc2cccc(Cl)c2)cc1,-7,-7,107,1.0,17,-7,11,-2,110
COc1ccc2nc(/N=C/c3c(C)[nH]n(-c4ccc(C)cc4C)c3=O)sc2c1,1,15,127,65*,11,1,-1,2,98
Cc1cc(CCCCCCCCc2cc(C)cc(=O)o2)oc(=O)c1,1,17,98,2.1,25,6,9,-9,108
CC(C)Cc1ccc(S(=O)(=O)Nc2cccnc2)cc1,-1,3,94,0.0,6,6,0,-17,90
CCc1ccc(NC(=O)CCc2nnc3ccc(N4CCCC4)nn23)cc1,-7,10,99,-1.5,-2,-3,3,-45,97
Nc1ccc2nc[nH]c2c1,-4,-1,97,1.4,-2,6,-2,10,94
O=C(CCc1ccccc1)N=C1SC2CS(=O)(=O)CC2N1c1ccccc1 (stereo unspecified),-3,-20,96,-0.1,/,2,-9,-17,92
O=C(CCCn1cc([N+](=O)[O-])cn1)N1CCCCC1,1,-2,105,-0.2,-3,2,9,-4,106
N/C(Cn1cncn1)=N\OC(=O)c1ccc(Cl)cc1,-2,18,102,-2.6,27,-4,-5,-3,97
CC(C)Sc1nc2c(cnn2-c2ccccc2)c(=O)[nH]1,-1,6,101,-0.2,1,-6,8,-3,104
COc1cccc(-c2csc(N3CCN(C(=S)Nc4ccc(Cl)cc4)CC3)n2)c1,-3,1,109,1.5,-32,-13,5,4,115
O=C(NNC(=O)c1ccc(F)cc1F)c1ccc2c(c1)OCO2,-5,4,101,-0.6,10,-1,-2,-8,97
Cc1ccc(S(=O)(=O)O/N=C2/CCCc3occc32)cc1,-1,3,98,1.4,1,-1,-6,1,95
CC1=C(C(=O)OC2CCCCC2)C(c2ccccc2Br)NC(=O)N1 (stereo unspecified),-3,-18,105,0.0,4,-1,5,-33,103
Cc1cc(C)c(NC(=O)CSc2ccc(-c3ccccn3)nn2)c(C)c1,3,-7,89,-1.8,3,-43,0,-23,92
CCC(Sc1nc2ccncc2[nH]1)C(=O)Nc1cc(Cl)ccc1C (stereo unspecified),1,10,103,-2.3,-6,-15,6,-7,109
O=C(Nc1cccc(-c2csc(-c3ccccc3)n2)c1)c1cccs1,0,-12,102,2.4,-12,-16,4,-8,121
Cn1c(C(=O)NCCCN2CCc3ccccc3C2)cc2c(=O)n(C)c3ccccc3c21,-4,-12,104,-0.1,28,-44,16,15,143*
CC(=O)c1c(C)[nH]c(C(=O)Nc2ccc(F)cc2F)c1C,-9,4,101,-0.3,15,8,6,-7,102
CS(=O)(=O)N1CCN(c2ccccc2NC(=O)c2cccs2)CC1,-2,1,104,-1.9,10,5,3,-8,106
Nc1nc(COc2ccc(Cl)cc2)cs1,-2,-6,102,2.8,5,-9,-3,-1,96
Cc1ccc(CNC(=O)c2cc3c(C)nc4ccccc4c3o2)cc1,/,-17,104,1.1,2,4,7,-17,106
CCCCn1c(=O)[nH]c(=O)c2c1nc(-c1ccccn1)n2CC,-10,0,97,-0.3,0,0,-3,-17,101
COc1cc(OC)cc(-c2cc(N3C(=O)Nc4ccccc4N3O)n[nH]2)c1,-10,4,103,-0.7,9,-8,3,-14,106
c1ccc2c(c1)ncn2-c1ncnc2sc3c(c12)CCCC3,-2,15,100,-1.6,3,7,1,-14,97
O=S(=O)(NCCc1ccncc1)c1cc(Br)ccc1F,-3,-8,102,14,5,-3,5,-12,104
Cc1cc(C(=O)NC2CCCCC2)on1,-4,9,91,0.5,42,-2,-5,-1,89
Nc1nc(CC(=O)CSc2ccc(Cl)cc2)nc(Nc2ccc(F)cc2)n1,-1,/,118,/,3,2,0,-2,107
CC(=O)COC(=O)C1CCN(S(=O)(=O)c2cc([N+](=O)[O-])ccc2Cl)CC1,-5,2,98,-1.5,15,5,0,-2,102

# Quoted from the listing:
# Value for O=S(=O)(NCCc1ccncc1)c1cc(Br)ccc1F in GalR3 antagonist: -3
# Value for CC(=O)COC(=O)C1CCN(S(=O)(=O)c2cc([N+](=O)[O-])ccc2Cl)CC1 in HCV NS3 hel inh: 5

# Additional structures
SMILES,GalR3 antagonist,CRFBP-R2 block,MEKK3 PB1 HTS,CRFBP-R2 agonist,SUMO HTRF inh,HCV NS3 hel inh,MEKK2mut PB1 HTS,DNA FID counter,MEKK2wt PB1 HTS
Cc1cc(=O)[nH]c(N/N=C/c2c(C)oc3ccccc23)n1,-4,-13,111,0.4,10,-20,-3,-4,103
COc1ccccc1NC(=O)COC(=O)CC(C)(C)CC1=NS(=O)(=O)c2ccccc2N1,2,-16,100,-2.1,/,-2,-1,-31,102
COc1ccc(OC)c(C(C)NC(=O)c2ccc(Br)cc2)c1 (stereo unspecified),2,-10,102,9.8,6,-4,-1,-3,99
CCOC(=O)C1CCCCN1C(=O)c1oc2c(Cl)cc(C)cc2c1C (stereo unspecified),0,-6,94,2.7,-3,-6,1,-24,94
COc1ccc(NC(=S)NC2CCCC2)c(OC)c1,6,7,111,-0.7,10,0,4,-8,113
O=C(Cn1nc(C(=O)O)c2ccccc2c1=O)Nc1nc(-c2ccccc2)cs1,-6,-8,107,1.3,20,-3,1,-5,101
O=C(O)c1ccc(CSc2nnc(-c3ccc(Cl)cc3)o2)cc1,1,10,109,-0.8,5,6,2,-27,107
C=CCn1cc(C(=O)NCCCOCC)c(=O)c2cc(S(=O)(=O)N(CC)CC)ccc21,-2,18,101,-1.6,26,-7,-2,-25,102
CCOC(=O)C1(Cc2cccc(Cl)c2)CCCN(C(=O)C(C)(C)C)C1 (stereo unspecified),-16,4,103,-2.0,-13,6,1,-37,104
CC(C)(C)C(=O)Nc1ccc(-c2cnco2)cc1,-2,2,106,-0.6,-1,-7,4,-5,106

# Whole records, looked up by structure.
# CCc1ccc(NC(=O)CCc2nnc3ccc(N4CCCC4)nn23)cc1 reads GalR3 antagonist: -7; CRFBP-R2 block: 10; MEKK3 PB1 HTS: 99; CRFBP-R2 agonist: -1.5; SUMO HTRF inh: -2; HCV NS3 hel inh: -3; MEKK2mut PB1 HTS: 3; DNA FID counter: -45; MEKK2wt PB1 HTS: 97
# COc1ccc(CNS(=O)(=O)c2ccc(-n3cnnn3)c(OC)c2)cc1 reads GalR3 antagonist: -8; CRFBP-R2 block: -3; MEKK3 PB1 HTS: 99; CRFBP-R2 agonist: 0.7; SUMO HTRF inh: -4; HCV NS3 hel inh: -5; MEKK2mut PB1 HTS: 2; DNA FID counter: -6; MEKK2wt PB1 HTS: 99

# Other results follow:
SMILES,GalR3 antagonist,CRFBP-R2 block,MEKK3 PB1 HTS,CRFBP-R2 agonist,SUMO HTRF inh,HCV NS3 hel inh,MEKK2mut PB1 HTS,DNA FID counter,MEKK2wt PB1 HTS
CCn1c(=O)n(CC)c2cc(S(N)(=O)=O)ccc21,-1,10,86,-0.5,17,-5,-12,-2,89
O=C(c1ccncc1)N(Cc1cc2ccccc2[nH]c1=O)C1CCCCC1,-4,-19,99,-0.1,12,-3,-6,-24,98
O=C(CN1C(=O)c2ccccc2S1(=O)=O)Nc1ccccc1C(=O)NCc1ccco1,-1,-11,98,2.0,13,4,8,-9,105
CCO[C@H]1OC(C(=O)NCc2ccccc2)=C[C@@H](c2ccccc2)[C@@H]1CCCO,-5,-4,100,1.1,0,1,-3,-32,100
Cc1cc(/C=N/NC(=O)CC#N)c(C)n1-c1ccc([N+](=O)[O-])cc1,-1,11,103,-2.1,23,-4,-3,-5,94
CCn1c(NC2CCCCC2)nc2ccccc21,-3,-41,97,-0.6,21,9,3,-4,102
C=CC(COCc1ccccc1)N(Cc1ccccc1)S(=O)(=O)c1ccccc1Br (stereo unspecified),-6,1,92,2.3,11,/,-10,/,92
COC(=O)c1cc(S(=O)(=O)N2CCC(c3ccccc3)C2)c[nH]1 (stereo unspecified),-10,3,100,-0.3,7,4,-6,-17,101
CC(C)c1nc2oc3c(N4CCN(C)CC4)ncnc3c2c2c1CCC2,1,-10,/,-1.3,11,/,/,/,/
O=[N+]([O-])c1ccc(Cl)c(/C=N/N2CCN(c3ccccc3)CC2)c1,-5,18,89,0.2,-4,-9,-4,0,92
O=C(/C=C\c1ccco1)c1ccc(NC(=O)c2ccco2)cc1,-7,-19,105,3.4,82,22,-7,-18,96
CSc1ccc(S(=O)(=O)NCc2ccccc2)cc1,-3,18,99,-1.1,-5,-7,4,-4,103

# This is a subset; rates above refer to the full screens.
